# FUS suppressor: qHTS for Suppressors of FUS Proteinopathy: Primary screen using FUS-linked yeast assay | hit rate 0.24% among 390,000 | S. cerevisiae FUS-expressing, growth rescue, OD600, 24 h | Potency, µM (series often up to 76.6 µM), for inactives: at the highest dose growth rescue (activation), usual class: activators;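 note: potency is the fitted concentration of half-maximal effect; plate controls were DMSO vehicle for no effect and reference control for full effect; nearly all actives have a fitted effect of over 55% in size; some results filed as inactive show a strong effect at the top dose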
#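 Steps: raffinose overnight preculture; dilution to OD 0.005 in 2% galactose minimal medium; compound addition (concentration series); 24hr at 30C, 99% humidity; absorbance read at 600 nm.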
# D3 antag: qHTS of D3 Dopamine Receptor Antagonist: qHTS; D(3) dopamine receptor (Homo sapiens), P35462; D3R cells, DiscoveRx beta-arrestin luminescence, antagonist mode; stronger effect = lower value; max response, negative = inhibition, %; hit rate 2.5% among 360,000; AID 652054, 2013; in the data active = max response below about -50%; inconclusive = no clear call, values can overlap the other calls; note: % is set by controls: 0 for no effect and ±100 for the full control effect; mostly tested at two doses, the higher about 12 µM
#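 Cells expressing the human receptor were seeded at 1500 cells/well, incubated overnight at 37 degrees C in 5% CO2, then exposed to library compounds with dopamine controls for 90 minutes at 37 degrees C before luminescent detection.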
# EPAC2 agonist: qHTS for Agonist of cAMP-regulated guanine nucleotide exchange factor 4 (EPAC2): primary screen | Rap guanine nucleotide exchange factor 4 (Homo sapiens), Q8WZA2 | EPAC2 activation, biochemical qHTS; response scale: 100% = 6.5 mM cAMP response | Potency, µM (highest dose often 154 µM), for inactives: top-dose activation, most hits filed as activators | hit rate 0.079% among 360,000; note: potency is the fitted concentration of half-maximal effect; nearly all actives have a fitted effect of over 50% in size
# Target sequence (Q8WZA2 whole entry, looked up): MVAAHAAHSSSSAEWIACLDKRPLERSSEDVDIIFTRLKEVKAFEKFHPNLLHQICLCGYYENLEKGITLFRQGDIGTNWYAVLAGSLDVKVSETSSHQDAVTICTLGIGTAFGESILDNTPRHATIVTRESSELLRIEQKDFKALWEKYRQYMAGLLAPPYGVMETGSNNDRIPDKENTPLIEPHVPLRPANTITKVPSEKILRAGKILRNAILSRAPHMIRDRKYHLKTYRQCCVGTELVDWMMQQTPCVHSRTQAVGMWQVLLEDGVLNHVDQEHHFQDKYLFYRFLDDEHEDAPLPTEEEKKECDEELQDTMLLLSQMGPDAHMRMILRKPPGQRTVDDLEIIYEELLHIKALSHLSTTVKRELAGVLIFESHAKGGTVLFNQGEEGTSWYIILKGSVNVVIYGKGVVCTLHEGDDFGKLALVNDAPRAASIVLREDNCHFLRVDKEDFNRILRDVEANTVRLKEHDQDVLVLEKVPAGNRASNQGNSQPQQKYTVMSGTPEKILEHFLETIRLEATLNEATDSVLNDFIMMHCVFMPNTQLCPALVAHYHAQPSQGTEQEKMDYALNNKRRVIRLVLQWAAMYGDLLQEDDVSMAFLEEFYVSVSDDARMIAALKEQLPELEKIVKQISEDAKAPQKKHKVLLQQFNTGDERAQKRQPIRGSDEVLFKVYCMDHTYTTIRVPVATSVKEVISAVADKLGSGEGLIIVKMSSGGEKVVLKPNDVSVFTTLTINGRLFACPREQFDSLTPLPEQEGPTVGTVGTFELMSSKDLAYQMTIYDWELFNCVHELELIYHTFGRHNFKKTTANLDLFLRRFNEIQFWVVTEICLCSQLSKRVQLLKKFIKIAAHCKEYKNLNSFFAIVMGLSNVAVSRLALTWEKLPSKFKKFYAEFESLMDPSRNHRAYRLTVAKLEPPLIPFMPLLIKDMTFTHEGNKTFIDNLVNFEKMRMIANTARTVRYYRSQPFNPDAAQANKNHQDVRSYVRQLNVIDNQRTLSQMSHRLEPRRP
#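 Setup: EPAC2 100 nM, labeled Rap1B complex 250 nM, free GDP 50 uM. Compound titrations pinned in, brief spin, 5 min room temperature incubation. Kinetic fluorescence read over 30 min, normalized to 6.5 mM cAMP.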
# Abeta yeast res: qHTS for compounds that reverse cellular toxicity of Amyloid beta (A-beta) peptide in yeast: Primary Screen; yeast expressing A-beta42, growth rescue, OD600, 48 h; response scale: 0% DMSO, 100% iron-clioquinol control; Potency, µM (highest dose often 46.1 µM), inactives show top-dose growth rescue, most hits filed as activators; hit rate 0.063% among 410,000; AID 1347071, 2019; note: potency is the fitted concentration of half-maximal effect; nearly all actives have a fitted effect of over 55% in size
#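 Yeast growth medium received pinned compounds, then yeast cells expressing toxic A-beta were added; plates incubated at 30 C for 48 hr. Growth read as absorbance at 600 nm, normalized to DMSO and equimolar FeCl3 plus clioquinol controls.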
# TDP-43 yeast inh: qHTS of TDP-43 Inhibitors; AID 652104, 2013; hit rate 1.8% among 410,000; Potency, µM (doses to about 46.1 µM), for the others: at the highest dose growth rescue (activation), usual class: activators; TDP-43 expressing yeast growth rescue, BacTiter-Glo, 24 h; note: potency is the fitted concentration of half-maximal effect; % of control where 0% means no effect; nearly all actives have a fitted effect of over 50% in size
#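 In this qHTS, compounds that restore growth of yeast expressing TDP-43 appear as activators. Cells (OD600=0.02, galactose medium, raffinose-pregrown) are incubated with compound 24 hr at 30 deg C and growth is quantified by BacTiter-Glo.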
# D3 ag: qHTS of D3 Dopamine Receptor Agonist: qHTS; D(3) dopamine receptor (Homo sapiens), P35462; D3R DiscoveRx beta-arrestin cells, luminescence, 90 min; max activation, %; hit rate 0.58% among 410,000; in the data active = max activation above about 30%; note: 0% is about no effect; mostly tested at two doses, the higher about 12 µM
#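 Cells at 1500/well, incubated overnight, then treated with pinned compounds (dopamine as control) for 90 min at 37 degrees C. DiscoveRx reagent added for 30 - 60 minutes at room temperature; luminescence read.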
# EPAC2 antagonist: qHTS for Antagonist of cAMP-regulated guanine nucleotide exchange factor 2 (EPAC2): primary screen; Rap guanine nucleotide exchange factor 4 (Homo sapiens), Q8WZA2; EPAC2 GEF exchange of Rap1B-BODIPY-GDP, fluorescence; Potency, µM (titrated, usually from 114 µM), without a hit: at the top dose activity, negative = inhibition, usual class: inhibitors; hit rate 0.18% among 360,000; AID 720708, 2013; note: potency is the fitted concentration of half-maximal effect; % is set by controls: 0 for no effect and ±100 for the full control effect; nearly all actives have a fitted effect of over 45% in size; many of its hits are not listed in these tables
# aSyn rescue: qHTS of alpha-syn Inhibitors; Potency, µM (top dose mostly 46.1 µM), for the others: at the highest dose growth rescue (activation), hits mostly activators; Yeast expressing alpha-synuclein, growth rescue, BacTiter-Glo, 24 h; hit rate 0.14% among 370,000; note: potency is the fitted concentration of half-maximal effect; % of control where 0% means no effect; nearly all actives have a fitted effect of over 65% in size
#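 Screening used galactose-induced yeast with toxic alpha-synuclein levels, exposed to compound for 24 hr at 30 deg C. Cell growth, read with BacTiter-Glo luminescence, gave the measured signal.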
# Starred values were filed as active, the others as inactive; ? = inconclusive; · = no result given; [ ] = remark or other dose. Unless noted, calls come from the whole dose curve; as a rule, active = well fitted curve in the direction sought with a large enough effect; inconclusive = small, poorly fitted or top-dose-only effect, or another doubt; inactive = no such curve, though single readings can be large; an effect the other way counts as inactive or inconclusive.
SMILES,FUS suppressor,D3 antag,EPAC2 agonist,Abeta yeast res,TDP-43 yeast inh,D3 ag,EPAC2 antagonist,aSyn rescue
CC(C)Oc1ccc(C(=O)NC(=S)Nc2ccc(Cl)c(C(=O)O)c2)cc1,29%,-19,-6%,2%,8%,-22,-3%,1%
O=C(COc1ccc(Br)cc1CNCCCN1CCOCC1)Nc1ccccc1,·,?,17%,-13%,-15%,-16,-3%,-1%
Cc1cc(OCC(=O)N(C)C2CCCCC2)cc(C)c1Cl,1%,-2,5%,11%,13%,2,-23%,12%
O=C1CCCC(=O)N1c1ccc(NCCOCCO)c([N+](=O)[O-])c1,6%,-11,2%,-14%,-10%,9,9%,10%
CCOC(=O)C1CCCN(c2nc3c(S(=O)(=O)c4ccc(C)c(C)c4)nnn3c3ccc(Cl)cc23)C1 (stereo unspecified),-20%,·,·,-9%,15%,2,·,·
COC(=O)C1=C[C@@H](C(=O)OC)[C@@H]2C3=C(C(=O)[C@@]2(C)NC(=O)c2ccccc2)[C@H](c2ccccc2)n2c(=O)n(-c4ccccc4)c(=O)n2[C@@H]3C1,?,17,7%,5%,21%,12,-3%,5%
Cn1cc(CN2CCC(n3nccc3NC(=O)c3ccccc3Cl)CC2)c2ccccc21,?,-52*,8%,3%,-47%[inhibitor],-5,1%,17%
Cc1cc(NC(=O)c2cc(Cl)ccc2Cl)no1,-10%,18,-1%,-51%[inhibitor],-12%,16,5%,-37%[inhibitor]
COc1ccc(C(CNC(=O)C(CC(C)C)NS(=O)(=O)c2ccc(C)cc2)N2CCOCC2)cc1 (stereo unspecified),15%,?,6%,-1%,0%,-28,-11%,1%
CN(C)S(=O)(=O)c1cc(NC(=O)CNCc2ccccc2)ccc1Cl,12%,-5,5%,-7%,-7%,-13,-8%,-8%
Cc1nc(N2CCOCC2)nc(N2CCCCC2)c1[N+](=O)[O-],-19%,-22,6%,19%,2%,-2,-10%,-1%
CCN(C[C@H]1N[C@@](CC)(C(=O)OC)[C@H]2C(=O)N(Cc3ccccc3)C(=O)[C@@H]12)C(=O)COc1ccccc1,23%,0,6%,-15%,2%,-23,-1%,-1%
CC1CCN(c2c(NCc3ccc(C(=O)NCC4COc5ccccc5O4)cc3)c(=O)c2=O)CC1 (stereo unspecified),-13%,15,6%,0%,-4%,-6,-13%,0%
O=C(NCc1ccccc1)c1cccc(S(=O)(=O)N2CCOCC2)c1,-5%,9,8%,3%,3%,1,4%,15%
CCN(C(=O)COC(=O)c1oc2ccc(OC)cc2c1C)C1CCS(=O)(=O)C1 (stereo unspecified),4%,-2,10%,2%,2%,-11,16%,-2%
COCCN1CC(=O)N2C(c3cccc(C)c3)c3[nH]c4ccccc4c3C[C@H]2C1=O (stereo partly specified),16%,7,-4%,7%,15%,-2,-14%,1%
COC(=O)CCC(C(=O)CN1C(=O)c2ccccc2C1=O)N1C(=O)c2ccccc2C1=O (stereo unspecified),·,18,3%,-5%,21%,-5,0%,0%
CCCC(=O)NC(c1ccc(OC)cc1)c1ccc2cccnc2c1O (stereo unspecified),63%,-12,13%,12%,6%,0,?,?
O=C(COC(=O)c1c2c(nc3ccccc13)/C(=C\c1cccs1)CCC2)Nc1ccccc1,·,43,11%,6%,?,38*,7%,-1%
O=C(c1ccc(CS(=O)c2ccccc2Cl)o1)N1CCN(c2ccccn2)CC1 (stereo unspecified),-20%,4,3%,-9%,3%,-4,10%,2%

# Quoted from the listing.
# `COc1ccc(C(CNC(=O)C(CC(C)C)NS(=O)(=O)c2ccc(C)cc2)N2CCOCC2)cc1` (stereo unspecified) in FUS suppressor has 15%
# `CCCC(=O)NC(c1ccc(OC)cc1)c1ccc2cccnc2c1O` (stereo unspecified) in FUS suppressor has 63%

# Given with each value named: entries from further up
> CC1CCN(c2c(NCc3ccc(C(=O)NCC4COc5ccccc5O4)cc3)c(=O)c2=O)CC1 (stereo unspecified)
  FUS suppressor: -13% | D3 antag: 15 | EPAC2 agonist: 6% | Abeta yeast res: 0% | TDP-43 yeast inh: -4% | D3 ag: -6 | EPAC2 antagonist: -13% | aSyn rescue: 0%
> CN(C)S(=O)(=O)c1cc(NC(=O)CNCc2ccccc2)ccc1Cl
  FUS suppressor: 12% | D3 antag: -5 | EPAC2 agonist: 5% | Abeta yeast res: -7% | TDP-43 yeast inh: -7% | D3 ag: -13 | EPAC2 antagonist: -8% | aSyn rescue: -8%

# Record cards, as listed above. Screens in order: FUS suppressor, D3 antag, EPAC2 agonist, Abeta yeast res, TDP-43 yeast inh, D3 ag, EPAC2 antagonist, aSyn rescue
# O=C(COC(=O)c1c2c(nc3ccccc13)/C(=C\c1cccs1)CCC2)Nc1ccccc1 is listed with ·, 43, 11%, 6%, ?, 38*, 7%, -1%
# COCCN1CC(=O)N2C(c3cccc(C)c3)c3[nH]c4ccccc4c3C[C@H]2C1=O (stereo partly specified) is listed with 16%, 7, -4%, 7%, 15%, -2, -14%, 1%

# Other structures.
SMILES,FUS suppressor,D3 antag,EPAC2 agonist,Abeta yeast res,TDP-43 yeast inh,D3 ag,EPAC2 antagonist,aSyn rescue
O=C(Nc1cccc(S(=O)(=O)N2CCOCC2)c1)c1ccccc1[N+](=O)[O-],-14%,-1,2%,-2%,12%,-2,23%,-1%
O=C(NCCCN1CCC(Cc2ccccc2)CC1)c1ccc(CS(=O)c2ccccc2Cl)o1 (stereo unspecified),-3%,-108*,5%,-3%,-9%,-5,22%,-2%
CCc1cc(Cn2nc(-c3ccccc3)cc2C(=O)NCc2cccs2)on1,17%,-2,16%,5%,1%,-7,0%,2%
CC1(C)SC(=Nc2ccccc2)N(S(=O)(=O)c2ccccc2)C1=O,·,?,2%,6%,-10%,0,14%,10%

# From PubChem

# The list is partial (hit frequency here may not be typical).
